# Assay outcomes deposited in PubChem by several laboratories.
# TRPC6 act – activators of mouse TRPC6 channel | B-score at 10 µM | HEK293-TRPC6 membrane potential dye fluorescence; active compounds read high | 0.13% of 310,000 active | AID 2550;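 active means B-score of the integrated fluorescence ratio above library mean plus 3 SD, and starting fluorescence ratio within library mean plus 5 SD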;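 further: higher score means more depolarization so channel activation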
# TRPC4 inh – blocks the mouse TRPC4 cation channel. Q9QUQ5. HEK293 TRPC4beta/mu-opioid, DAMGO-evoked Fluo4 calcium flux; active compounds read low. B-score at 10 µM. 0.39% of 300,000 active;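 active means B-score over 3 SD under the library average, no early fluorescence shift, positive overall ratio signal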
# Target sequence (Q9QUQ5 whole entry, looked up): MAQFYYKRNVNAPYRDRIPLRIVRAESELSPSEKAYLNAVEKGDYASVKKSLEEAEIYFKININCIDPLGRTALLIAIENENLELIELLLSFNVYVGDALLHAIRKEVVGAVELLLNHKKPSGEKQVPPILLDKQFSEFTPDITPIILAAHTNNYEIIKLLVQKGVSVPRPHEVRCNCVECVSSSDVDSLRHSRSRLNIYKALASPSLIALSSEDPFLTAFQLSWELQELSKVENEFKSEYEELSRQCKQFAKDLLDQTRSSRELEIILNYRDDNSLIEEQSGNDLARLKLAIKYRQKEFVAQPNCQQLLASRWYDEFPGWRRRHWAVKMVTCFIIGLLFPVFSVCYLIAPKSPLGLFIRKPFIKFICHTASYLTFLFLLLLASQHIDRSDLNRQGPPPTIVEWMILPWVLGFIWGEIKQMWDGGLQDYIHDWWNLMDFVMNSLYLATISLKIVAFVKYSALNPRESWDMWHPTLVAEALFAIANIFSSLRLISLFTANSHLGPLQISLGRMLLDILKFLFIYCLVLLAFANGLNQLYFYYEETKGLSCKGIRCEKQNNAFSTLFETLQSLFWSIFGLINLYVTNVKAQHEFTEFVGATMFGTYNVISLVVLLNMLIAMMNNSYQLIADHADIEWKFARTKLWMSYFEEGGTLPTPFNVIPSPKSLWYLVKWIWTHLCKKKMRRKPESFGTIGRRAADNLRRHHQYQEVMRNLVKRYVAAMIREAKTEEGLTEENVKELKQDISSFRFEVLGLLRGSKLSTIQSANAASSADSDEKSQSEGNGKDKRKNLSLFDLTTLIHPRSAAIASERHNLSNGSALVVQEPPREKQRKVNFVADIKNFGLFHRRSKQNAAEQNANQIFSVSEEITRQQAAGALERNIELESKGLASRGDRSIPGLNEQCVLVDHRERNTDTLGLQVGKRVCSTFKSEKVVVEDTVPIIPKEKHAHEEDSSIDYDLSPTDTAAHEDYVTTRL
#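 test system = HEK293 cells with stable TRPC4beta plus mu-opioid receptor expression | detection = Fluo4 Ca2+ flux fluorescence | read-out = integrated fluorescence ratio relative to baseline, converted to per-well B score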
# MrgX1 ag – human MrgX1 receptor agonism, primary screen | MrgX1-HEK293 cells, Fluo-4 calcium fluorescence, agonist mode; active compounds read high | Q96LB2 | B-score at 10 µM | 0.44% of 310,000 active;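 active means calcium response B-score plate-corrected fluorescence ratio at least 3 library SD, with starting fluorescence B-score inside 5 SD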
#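 Assay system: stable human MrgX1 HEK293 cell line. Quantity: 15,000 cells per well. Schedule: cells plated overnight, dye loaded 0.5 h 37 °C, 0.5 h room temperature. Detection: Fluo-4 NW calcium-flux fluorescence, kinetic read. Read-out basis: peak-minus-minimum fluorescence over baseline, converted to B scores. Control set: positive and negative control wells on each plate.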
# SKKanGAS inh – inhibitors of SKKanGAS S. pyogenes growth in kanamycin (SK-promoter or general growth effect) | BacTiter-Glo, 6 h | inhibition, % at 7.5 µM | 1.3% of 300,000 active | AID 1662;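 active means mean replicate score, as percent of positive control median, at least 50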;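 further: strain carries kanamycin resistance gene driven by streptokinase promoter and grows in 40 µg/ml kanamycin; loss of luminescence reflects streptokinase promoter inhibition or plain growth inhibition; 0% = median of DMSO wells and 100% = positive control at its reference dose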
# MrgX1 antagonist – blocks BAM8-22 activation of human MrgX1 receptor; Q96LB2; 1.3% of 310,000 active; B-score at 10 µM; MRGX1-HEK293 calcium flux, Fluo-4, BAM8-22 antagonism; active compounds read low; AID 588676;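 active means calcium-response B-score plate-corrected more than 3 library SD below zero, starting fluorescence within 5 deviations, no agonist response on first addition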;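 further: peak minus trough fluorescence over baseline after final BAM8-22 challenge near maximal dose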
# MrgX1 allo act – human MrgX1 positive allosteric modulation, primary screen | MrgX1-HEK293, Fluo-4 calcium flux, FDSS; active compounds read high | B-score at 10 µM | 0.63% of 310,000 active;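 active means plate-corrected calcium response at least 3 library SD above typical, normal starting fluorescence, not activating the receptor alone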;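 further: compound read alongside a low EC10 to EC30 dose of BAM8-22 agonist; peak minus trough fluorescence over baseline measured at the second addition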
# TRPC6 inh – blocks the mouse TRPC6 cation channel; B-score at 10 µM; AID 2553; Q61143; 1.1% of 310,000 active; HEK293-TRPC6, membrane potential dye, ACh-evoked depolarization; active compounds read low;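 active means B-score under library mean minus 3 SD, initial fluorescence not abnormally high, positive integrated signal ratio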;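 further: B-score derived from integrated fluorescence ratio over the kinetic read; more negative B-score means stronger inhibition of depolarization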
# Platelet DG rel – platelet dense granule release activity; human platelet-rich plasma, SFLLRN dense granule ATP release, luminescence; AID 1663; inhibition, %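 (compounds screened at 7.5 µM in platelet-rich plasma)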; 0.22% of 300,000 active;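 active means mean replicate score, as percent of positive control, at or above 50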
# RGS4 act – potentiators or activators of RGS4; HEK293 M3R/inducible RGS4, carbachol calcium flux Fluo4; active compounds read low; B-score at 10 µM; 0.92% of 310,000 active;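 active means B-score of the integrated calcium signal more than 4 SD below the library mean, with starting fluorescence not abnormally high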;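 further: negative B-score means reduced calcium response which marks RGS4 activation or potentiation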
#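 Assay system: HEK293 FlpIn-TREx cells, stable M3R, doxycycline-inducible RGS4 / Probe or stimulus: carbachol, ECmax concentration / Times: overnight RGS4 induction, 30 min dye load 37 °C, 20 min compound RT / Signal: kinetic calcium fluorescence imaging with Fluo4-AM dye, 2 µM / Measure: Agonist-evoked peak-minus-minimum fluorescence over baseline, integrated ratio, B score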
# RGS4 block – inhibitors of human RGS4; HEK293 M3R/RGS4 inducible, Fluo-4 calcium flux; active compounds read high; triggered by carbachol at its EC20; B-score at 10 µM; 0.45% of 310,000 active; AID 463165;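 active means B-score, a plate-corrected calcium signal, over three deviations above library mean, with baseline fluorescence within five deviations of library mean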;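 further: RGS4 expression induced by doxycycline in cells with stable M3 receptor; B-score is computed from the integrated fluorescence ratio over baseline after carbachol; higher B-score means a larger calcium signal and so more RGS4 inhibition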
# HIF act – HIF pathway transcriptional activation. U2OS HRE-luciferase reporter, luminescence; normalized: DMSO 0%, desferrioxamine 100%. activation, % at 7.5 µM (by protocol). 0.32% of 300,000 active;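 active means mean activation of at least 10% of the iron chelator positive control signal, with at least half of replicates also reaching 10%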
# The depositor's hits bear a star; i = inactive; · = no result given.
SMILES,TRPC6 act,TRPC4 inh,MrgX1 ag,SKKanGAS inh,MrgX1 antagonist,MrgX1 allo act,TRPC6 inh,Platelet DG rel,RGS4 act,RGS4 block,HIF act
Cc1ccc2c(CN3C(=O)NC(C)(c4ccc5c(c4)OCO5)C3=O)cc(=O)oc2c1 (centres undefined),i,i,i,-2.8,i,i,i,-60.4,i,i,-0.1
NC(=O)CC(NC(=O)Cc1cccc2ccccc12)c1ccc(NCc2cc(F)ccc2F)c([N+](=O)[O-])c1 (centres undefined),i,i,i,6.2,i,i,i,-4.1,i,i,0.0
CCc1cccc(CC)c1NC(=O)COC(=O)C1(c2ccc(Cl)cc2)CCCC1,i,i,i,-0.8,i,i,i,1.9,i,i,0.8
CSCCC(N=C(NS(=O)(=O)c1ccc(C)cc1)c1ccccc1)C(=O)O (centres undefined),i,i,i,5.5,i,i,i,-2.1,i,i,·
Cc1ccc(/C=N/NC(=O)c2nnn(-c3nonc3N)c2CN(C)C2CCCCC2)cc1,i,i,i,11.6,i,i,i,-8.9,i,i,0.0
Cc1ccc(C)c(-n2c(SCC(=O)O)nc3sc4c(c3c2=O)CCCC4)c1,i,i,i,-6.2,i,i,i,-10.8,i,i,-0.8
COC(=O)c1cc(OC)ccc1-c1ccc(OC)cc1,i,i,i,11.0,i,i,i,-1.6,i,i,-0.1
CCOC(=O)c1cn2c(C)cccc2n1,i,i,i,14.0,i,i,i,3.3,i,i,0.6
COc1ccc2nc(-c3ccc(F)cc3)sc2c1,i,i,i,12.5,-4.57*,i,i,25.5,i,i,-1.9
c1ccc2c(c1)nnn2Cc1nnc2sc(-c3ccc4c(c3)OCCO4)nn12,i,i,i,5.9,i,i,i,-0.9,i,i,0.3
O=c1[nH]c(N2CCN(Cc3ccc4c(c3)OCO4)CC2)nc2c1CCCC2,i,i,i,-12.2,i,i,i,7.3,i,i,-0.4
N#Cc1cc(Nc2c(N)nc[nH]c2=O)c([N+](=O)[O-])cc1C#N,i,i,i,6.4,i,i,i,10.7,i,i,-0.7
N#C/C(=C(/O)c1ccc(Br)s1)c1nc2ccccc2[nH]1,i,i,i,-1.4,i,i,i,-10.7,i,i,1.2
O=S(=O)(NC1=NCCC1)c1ccc(F)cc1F,i,i,i,-3.6,i,i,i,-0.1,i,i,-0.1
CCN1C(=NCCc2ccccn2)N[C@@H](c2cccc(F)c2)C(C(=O)OC)=C1C,i,i,i,1.0,i,i,i,-8.2,i,i,0.1
CN(C)c1ccc(CNc2ncnc3sccc23)cc1,i,i,i,5.2,i,i,i,-12.8,i,i,0.3
CCOC(=O)c1ccc(S(=O)(=O)NNC(=O)COc2ccc(C)cc2)cc1,i,i,i,3.2,i,i,i,-1.1,i,i,0.4
COc1ccc(CCC(=O)Nc2ccc3c(c2)OCCO3)cc1,i,i,i,12.8,i,i,i,-5.9,i,i,1.4
COc1cc(NC(=O)Cn2cnc(S(=O)(=O)N3CCOCC3)c2)cc(OC)c1OC,i,i,i,-0.8,i,i,i,-1.7,i,i,0.1
Cc1cc(C)cc(NC(=O)c2ccc(NC(=O)C3C4CC5OC(=O)C3C5C4)cc2)c1 (centres undefined),i,i,i,-1.2,i,i,i,-3.0,i,i,-0.4
O=[N+]([O-])c1cccc2ccc(N3CCOCC3)nc12,i,i,i,-0.4,i,i,i,-1.0,i,i,1.1
CC(C)(C)OC(=O)N1CCCN(C(=O)Nc2cccc(Cl)c2)CC1,i,i,i,3.1,i,i,i,-3.1,i,i,-0.1
CC(C)(C)c1ccc(S(=O)(=O)N2CCCCC2C(=O)NCc2ccccn2)cc1 (centres undefined),i,i,i,2.1,i,i,i,5.0,i,i,0.0
Cc1ccc(-c2nnc3n2N=C(c2ccccc2Br)CS3)cc1,i,i,i,3.9,i,i,i,0.8,i,i,-1.1
Cc1c(NC(=O)Nc2ccc(Cl)cc2)c(=O)n(-c2ccccc2)n1C,i,i,i,-10.1,-5.95*,i,i,-11.4,i,i,-0.2

# Some of these compounds in order of molar mass, low to high.
SMILES,TRPC6 act,TRPC4 inh,MrgX1 ag,SKKanGAS inh,MrgX1 antagonist,MrgX1 allo act,TRPC6 inh,Platelet DG rel,RGS4 act,RGS4 block,HIF act
CCOC(=O)c1cn2c(C)cccc2n1,i,i,i,14.0,i,i,i,3.3,i,i,0.6
O=S(=O)(NC1=NCCC1)c1ccc(F)cc1F,i,i,i,-3.6,i,i,i,-0.1,i,i,-0.1
CN(C)c1ccc(CNc2ncnc3sccc23)cc1,i,i,i,5.2,i,i,i,-12.8,i,i,0.3
COc1ccc(CCC(=O)Nc2ccc3c(c2)OCCO3)cc1,i,i,i,12.8,i,i,i,-5.9,i,i,1.4
N#C/C(=C(/O)c1ccc(Br)s1)c1nc2ccccc2[nH]1,i,i,i,-1.4,i,i,i,-10.7,i,i,1.2
CC(C)(C)OC(=O)N1CCCN(C(=O)Nc2cccc(Cl)c2)CC1,i,i,i,3.1,i,i,i,-3.1,i,i,-0.1
Cc1ccc(-c2nnc3n2N=C(c2ccccc2Br)CS3)cc1,i,i,i,3.9,i,i,i,0.8,i,i,-1.1
c1ccc2c(c1)nnn2Cc1nnc2sc(-c3ccc4c(c3)OCCO4)nn12,i,i,i,5.9,i,i,i,-0.9,i,i,0.3
Cc1ccc(C)c(-n2c(SCC(=O)O)nc3sc4c(c3c2=O)CCCC4)c1,i,i,i,-6.2,i,i,i,-10.8,i,i,-0.8
CCc1cccc(CC)c1NC(=O)COC(=O)C1(c2ccc(Cl)cc2)CCCC1,i,i,i,-0.8,i,i,i,1.9,i,i,0.8
NC(=O)CC(NC(=O)Cc1cccc2ccccc12)c1ccc(NCc2cc(F)ccc2F)c([N+](=O)[O-])c1 (centres undefined),i,i,i,6.2,i,i,i,-4.1,i,i,0.0

# Further records follow.
SMILES,TRPC6 act,TRPC4 inh,MrgX1 ag,SKKanGAS inh,MrgX1 antagonist,MrgX1 allo act,TRPC6 inh,Platelet DG rel,RGS4 act,RGS4 block,HIF act
CCOC(=O)c1c(-c2ccccc2)csc1NC(=O)CCN1CCOCC1,i,i,i,-13.6,i,i,i,-5.3,i,i,-0.4
COC(=O)C1(C)CC1(c1ccccc1)c1ccccc1 (centres undefined),i,i,i,2.1,i,i,i,-3.2,i,i,-10.1
COc1ccc(-c2nc3ccccn3c2/N=C/c2ccc(OC)c(OC)c2)cc1O,i,i,i,-6.5,i,i,i,-2.2,i,i,1.1
COc1ccc(OC)c(-c2cc(C(=O)N/N=C/c3cc(OC)c(OC)cc3OC)c3ccccc3n2)c1,i,i,i,5.2,i,i,i,-9.7,i,i,0.2
COc1ccc2c(ccc[n+]2CC(=O)c2ccccc2)c1,i,i,i,0.7,i,i,i,-10.4,i,i,-0.7
COc1ccc(Cn2nnnc2CN2CCC(c3nc4ccccc4s3)CC2)cc1,i,i,i,-3.7,i,i,i,11.3,i,i,0.0
Cc1cc(Br)ccc1NC(=O)CN1CCN(c2ccccn2)CC1,i,i,i,-2.4,i,i,i,3.2,i,i,-0.3
O=C(O)c1cc(OCc2ccccc2)cc(OCc2ccccc2)c1,i,i,i,1.0,i,i,i,6.4,i,i,-1.3
O=C(c1cccc(C(F)(F)F)c1)C1CCCN(Cc2ccc(OCCO)cc2)C1 (centres undefined),i,i,i,-6.8,i,i,i,-4.7,i,i,-0.2
O=C(COC(=O)CNC(=O)c1ccc(Br)o1)Nc1ccccc1OC(F)F,i,i,i,3.5,i,i,i,-1.9,i,i,1.1
O=C1CC(c2ccncc2)c2cc3c(cc2N1)OCO3 (centres undefined),i,i,i,·,i,i,i,·,i,i,·
CCOC(=O)CNCCC(=O)c1ccc(Br)cc1,i,i,i,0.0,i,i,i,11.1,i,i,-0.3
CN(C)c1ccc(NC(=O)c2ccc3nsnc3c2)cc1,i,·,i,1.3,i,i,i,-11.0,i,i,1.6
COc1ccc(C(=O)NCC(=O)N/N=C/c2cccc(OC(=O)c3ccco3)c2)cc1OC,i,i,i,-6.6,i,i,i,8.6,i,i,1.3
CC(Oc1cccc(Cl)c1)C(=O)NCc1ccc(S(N)(=O)=O)cc1 (centres undefined),i,i,i,-2.7,i,i,i,6.8,i,i,-0.5
CN=C1SC(CC(=O)Nc2ccc(N3CCOCC3)cc2)C(=O)N1C (centres undefined),i,·,i,-0.9,i,i,i,2.4,i,i,0.3
COc1nccnc1NS(=O)(=O)c1ccc(NC(=S)NC(=O)c2cccc(F)c2)cc1,i,i,i,0.1,i,i,i,-8.4,i,i,-39.8
Cc1ccc(C(=O)NN(C)c2nc3ccccc3nc2C(F)(F)F)cc1,i,i,i,6.3,i,i,i,-0.5,i,i,1.9
COc1ccc(C2C(C#N)=C(N)Oc3n[nH]c(C)c32)cc1Cn1nc(C)c([N+](=O)[O-])c1C (centres undefined),i,i,i,-6.7,i,i,i,13.0,i,i,-0.2
NC(=O)C1(N2CCCCC2)CCN(C(=S)Nc2ccc(S(N)(=O)=O)cc2)CC1,i,i,i,6.2,i,i,i,12.4,i,i,-0.5
CC(=O)COC(=O)CCc1nc2ccccc2[nH]c1=O,i,i,i,1.7,i,i,i,-0.1,i,i,-0.2
COc1ccccc1CNS(=O)(=O)c1ccc(-c2cc(C)no2)cc1,i,i,i,-7.3,i,i,i,-1.1,i,i,-1.4
CN(C)S(=O)(=O)c1cccc(NC(=O)Cc2ccc(-c3ccccc3)cc2)c1,i,i,i,11.9,i,i,i,11.0,i,i,0.3
CCCc1ccc(-c2cc(C(=O)NN3CCOCC3)c3ccccc3n2)cc1,i,i,i,3.5,i,i,i,4.7,i,i,2.0
COc1ccc(NC(=O)c2ccc3ccccc3c2OC)cc1,i,i,i,-8.3,i,i,i,-9.2,i,i,6.4
COC(=O)Cc1c(O)ccn(Cc2ccccc2OC)c1=O,i,i,i,-3.8,i,i,i,-0.7,i,i,-0.4
CN=c1c([N+](=O)[O-])nn(-c2ccc3c(c2)OCCO3)n1O,i,i,i,9.7,i,i,i,-1.0,i,i,1.2
